Compound activity as filed in PubChem.
CHO-K1 Ca antag = M1 antagonist counterscreen hit in parental CHO-K1 cells. inhibition, % at 3 µM. actives 0.6% (n = 360,000). ATP-induced calcium, Fluo-8 fluorescence;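 active = inhibition above a per-plate cutoff, the plate's mean sample inhibition plus 3 SD, cut at about 24% in these data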;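 also: 0% = DMSO plus EC80 ATP and 100% = DMSO alone without ATP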
M4 ag = human M4 muscarinic receptor agonists, primary screen, CHO-K1 cells, Fluo-8 calcium fluorescence | Muscarinic acetylcholine receptor M4 (Homo sapiens), P08173 | activation, % at 3 µM | CHO-K1 hM4/Gqi5; vehicle 0%, full acetylcholine response 100% | actives 0.14% (n = 360,000);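 active = activation above the run mean over all test wells plus 3 SD, cut at about 32% in these data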;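 also: peak over basal fluorescence ratio per well then scaled between controls; 0% = DMSO wells and 100% = acetylcholine at EC100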
Target sequence (P08173 whole entry, looked up): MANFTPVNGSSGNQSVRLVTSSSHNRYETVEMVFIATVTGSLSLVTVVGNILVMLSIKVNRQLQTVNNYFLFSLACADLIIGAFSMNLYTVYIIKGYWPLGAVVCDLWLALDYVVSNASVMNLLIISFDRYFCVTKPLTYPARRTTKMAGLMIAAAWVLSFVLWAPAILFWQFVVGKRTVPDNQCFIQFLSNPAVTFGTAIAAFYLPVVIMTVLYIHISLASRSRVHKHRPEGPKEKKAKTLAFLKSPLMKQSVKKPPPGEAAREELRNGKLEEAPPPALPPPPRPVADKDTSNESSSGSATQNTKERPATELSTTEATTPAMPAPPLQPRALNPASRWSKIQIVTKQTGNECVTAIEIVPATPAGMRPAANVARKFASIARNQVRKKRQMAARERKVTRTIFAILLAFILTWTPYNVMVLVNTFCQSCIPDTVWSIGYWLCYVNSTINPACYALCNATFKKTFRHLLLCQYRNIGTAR
M5 ag = human M5 muscarinic receptor agonists, primary screen, CHO-K1 cells, Fluo-8 calcium fluorescence | Muscarinic acetylcholine receptor M5 (Homo sapiens), P08912 | CHO-K1 hM5 cells; 0% DMSO wells, 100% maximal acetylcholine response | actives 0.19% (n = 360,000) | AID 624037, 2012 | activation, % at 3 µM;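 active = activation above the run's mean over test compounds plus 3 SD, cut at about 23% in these data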;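 also: signal is peak over basal fluorescence ratio across the kinetic read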
Target sequence (P08912 whole entry, looked up): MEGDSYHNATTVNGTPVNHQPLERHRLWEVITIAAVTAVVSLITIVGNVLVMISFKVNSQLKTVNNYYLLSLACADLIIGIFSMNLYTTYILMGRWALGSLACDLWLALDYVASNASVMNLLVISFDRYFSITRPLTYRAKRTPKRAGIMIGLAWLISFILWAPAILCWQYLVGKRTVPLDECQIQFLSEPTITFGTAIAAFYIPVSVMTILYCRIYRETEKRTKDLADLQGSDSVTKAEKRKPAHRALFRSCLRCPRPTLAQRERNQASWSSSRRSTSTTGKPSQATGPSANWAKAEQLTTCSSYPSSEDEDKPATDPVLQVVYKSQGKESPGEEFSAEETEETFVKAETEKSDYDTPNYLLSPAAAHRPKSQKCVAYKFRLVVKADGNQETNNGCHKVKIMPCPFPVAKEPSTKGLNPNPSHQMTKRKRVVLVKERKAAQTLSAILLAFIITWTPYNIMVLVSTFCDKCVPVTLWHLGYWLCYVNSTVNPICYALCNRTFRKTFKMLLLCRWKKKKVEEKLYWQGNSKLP
M4 PAM = human M4 muscarinic receptor positive allosteric modulators, primary screen, CHO-K1 cells, Fluo-8 calcium fluorescence. CHO-K1 hM4/Gqi5, ACh EC20; 0% = ACh EC20, 100% = maximal ACh. Muscarinic acetylcholine receptor M4 (Homo sapiens), P08173. AID 624126, 2012. activation, % at 3 µM. actives 0.4% (n = 360,000);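 active = activation above its plate's cutoff, the mean activation of sample wells plus 3 SD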; also: some results filed as inactive read as strong as hits
M1 ag parental = counter-screen for M1 agonists: effect in parental CHO-K1 cells; Fluo-8 calcium fluorescence; scaled to maximal ATP response, vehicle zero; activation, % at 3 µM; actives 0.48% (n = 360,000); in the data active = activation above about 15%;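 also: untransfected CHO-K1 host cells lacking M1 receptor as counterscreen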
M4 antag = human M4 muscarinic receptor antagonists, primary screen, CHO cells, Fluo-8 calcium fluorescence. Muscarinic acetylcholine receptor M4 (Homo sapiens), P08173. CHO-hM4 cells, ACh EC80. inhibition, % at 3 µM. actives 0.73% (n = 360,000);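 active = inhibition above its plate's cutoff, the mean inhibition of sample wells plus 3 SD, cut at about 27% in these data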;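 also: 0% = acetylcholine EC80 with DMSO and 100% = DMSO without agonist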
CHRM5 antagonist = human M5 muscarinic receptor antagonists, primary screen, CHO cells, Fluo-8 calcium fluorescence. actives 0.59% (n = 360,000). Muscarinic acetylcholine receptor M5 (Homo sapiens), P08912. inhibition, % at 3 µM. CHO-hM5 cells, ACh EC80. AID 624040, 2012;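 active = inhibition above a per-plate cutoff, the mean of that plate's test compounds plus 3 SD, cut at about 27% in these data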;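 also: 0% = acetylcholine EC80 with DMSO and 100% = DMSO without agonist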
CHRM5 PAM = human M5 muscarinic receptor positive allosteric modulators, primary screen, CHO-K1 cells, Fluo-8 calcium fluorescence. Muscarinic acetylcholine receptor M5 (Homo sapiens), P08912. CHO-K1 hM5, ACh EC20 PAM; 0% = ACh EC20, 100% = ACh EC100. activation, % at 3 µM. actives 0.3% (n = 360,000). AID 624038, 2012;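 active = activation above the run cutoff, the mean activation of all test compounds plus 3 SD, cut at about 18% in these data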
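Test system: CHO-K1 hM5 cells / Doses: single-point, 3 µM nominal / Times: Post-acetylcholine fluorescence recording 140 s / Technique: Fluo-8 calcium fluorescence / Measure: Max/basal fluorescence ratio as % of EC20–EC100 ACh window / Benchmarks: low control EC20 acetylcholine (0%), high control EC100 acetylcholine (100%) / Replicates: one well per compound, no replicates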
CHO-K1 Ca PAM = nonselective calcium activators in parental CHO-K1 cells, primary screen, counter-screen for M1 PAM project, cell-based, Fluo-8 calcium fluorescence, full deck, 1536-well | ATP EC20; 0% at ATP EC20, 100% at ATP max | activation, % at 3 µM | actives 0.02% (n = 360,000);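 active = activation above the run cutoff, the mean activation of all test compounds plus 3 SD, cut at about 40% in these data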;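 also: peak over basal fluorescence ratio in a 140 s read after ATP addition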
Active calls of the source: *.

SMILES	CHO-K1 Ca antag	M4 ag	M5 ag	M4 PAM	M1 ag parental	M4 antag	CHRM5 antagonist	CHRM5 PAM	CHO-K1 Ca PAM
CCCCCOC(=O)CSc1nc2c(c(=O)[nH]c(=O)n2C)n1CCc1ccccc1	-6	0	-4	0	0.0	-4	-8	6	14
CCOc1ccc(NC(=O)CN(C)C(=O)c2ccc(N3CCOCC3)c([N+](=O)[O-])c2)cc1OCC	-1	1	-2	0	1.0	15	-5	0	11
CC(=O)NC12CC3CC(C1)CC(C(=O)Nc1cccc(S(=O)(=O)N4CCCCCC4)c1)(C3)C2	6	1	1	-2	2.4	13	-7	1	-8
O=C(O)c1c(C(=O)O)c(-c2ccc(Br)cc2)n2c1CSC2	-5	1	2	3	1.0	1	4	3	15
COC(=O)c1cc(-c2ccc(S(=O)(=O)N3CCCC(C)C3)cc2)c(C(F)(F)F)s1 (centres undefined)	10	0	2	-3	0.3	1	10	2	-7
Cn1nc(C(=O)OCC(=O)Nc2ccccc2[N+](=O)[O-])c2ccccc2c1=O	3	0	4	4	0.2	4	-2	1	-6
CC[N+]1=CN(c2ccccc2)C(C)=CC1(C)C	-8	1	-7	-10	0.2	10	-3	-5	17
O=C(CCCN1C(=O)/C(=C/c2ccco2)SC1=S)Nc1ccccc1	-1	2	0	7	0.2	8	8	3	14
CC(=O)Nc1ccc(S(=O)(=O)NN=CCCc2ccccc2)cc1	-13	2	7	-2	0.0	3	12	-6	9
CCCCSCCCNC(=O)c1cn(CC)c2ccc(S(=O)(=O)N3CCOCC3)cc2c1=O	-9	4	-3	0	1.4	2	8	-2	19
Cc1ccc(-c2nnc(CSc3nnc(COc4ccccc4)n3-c3ccccc3)o2)cc1	-13	3	-5	6	1.2	-13	-5	0	26
Cc1ccc(C2=N/C(=C\c3c(C)nn(-c4ccccc4)c3N3CCCC3)C(=O)O2)cc1	-7	1	-5	12	1.0	-20	2	4	19
O=Cc1ccc(Oc2nc(Cl)ncc2F)cc1	0	1	-1	11	0.1	-10	8	3	14
Cc1ccc(/C(N)=N/OC(=O)COc2ccc(Cl)c(C)c2)cc1	3	0	0	-7	0.1	17	3	-1	-3
COc1ccccc1CNC(=O)C(NC(=O)c1ccccc1)C(C)C (centres undefined)	-14	1	-1	1	-0.6	-7	6	3	6

As a short view, part of the list above:
SMILES	CHO-K1 Ca antag	M4 ag	M5 ag	M4 PAM	M1 ag parental	M4 antag	CHRM5 antagonist	CHRM5 PAM	CHO-K1 Ca PAM
O=Cc1ccc(Oc2nc(Cl)ncc2F)cc1	0	1	-1	11	0.1	-10	8	3	14
Cc1ccc(/C(N)=N/OC(=O)COc2ccc(Cl)c(C)c2)cc1	3	0	0	-7	0.1	17	3	-1	-3
COc1ccccc1CNC(=O)C(NC(=O)c1ccccc1)C(C)C (centres undefined)	-14	1	-1	1	-0.6	-7	6	3	6

(cont.)
SMILES	CHO-K1 Ca antag	M4 ag	M5 ag	M4 PAM	M1 ag parental	M4 antag	CHRM5 antagonist	CHRM5 PAM	CHO-K1 Ca PAM
O=C(NCc1ccccc1)c1cc2ccccc2o1	2	0	-5	13	0.7	1	-7	-4	10
CCOC(=O)C1(CCCc2ccccc2)CCN(C(=O)c2cnn(CC)c2)CC1	3	5	2	-9	5.1	8	10	-4	-4
c1ccc(-n2nnc(-c3cccnc3)n2)cc1	0	6	-2	-2	-0.2	18	3	-2	11
CC(C)COc1ccc(C(=O)OCCN2CCOCC2)c(O)c1	-5	3	-3	7	1.4	-11	-20	-2	15
O=C(COC(=O)CSc1ccc([N+](=O)[O-])cc1)NCc1ccco1	1	1	-3	5	0.0	6	-9	6	12
Cc1ccc(NC(=O)Cc2nnc(SCC(=O)Nc3ccc(N4CCOCC4)cc3)n2C)cc1	15	1	-3	-4	0.8	1	7	-3	-1
FC(F)(F)c1cccc(CC2CN(Cc3ccccc3)Cc3ccccc3N2c2cc(Cl)cc(Cl)c2)c1 (centres undefined)	-13	1	1	3	0.9	-27	-4	-6	12
CC(=O)CSc1nnc2cc(C)c3ccccc3n12	-11	0	-3	-8	0.1	11	4	-6	-7
Cc1ccc(S(=O)(=O)N2CCCCC2)cc1NC(=O)c1cc(F)c(F)c(F)c1F	-5	4	0	1	0.2	2	16	-8	8
O=C(Nc1ccccc1)C(O)C(O)C(=O)Nc1ccccc1 (centres undefined)	-1	1	0	17	0.5	-19	-4	-1	-1
CC(C)NC(=O)CCCOc1ccc(Cl)cc1Cl	-10	1	-1	9	0.4	-2	10	-2	20
CCN1CCN(C(c2cccs2)C(C)NC(=O)c2c(F)cccc2F)CC1 (centres undefined)	4	0	-9	9	0.1	1	2	-6	-10
Cc1cc(C)n2ncc(C(=O)NCCc3ccccc3)c2n1	-17	1	1	7	0.7	-6	3	4	30
CC1CC1C(=O)Nc1nc(-c2ccccc2)cs1 (centres undefined)	-3	-2	1	3	0.4	5	0	-2	8
CN1CCN(Cc2nc3c(c(=O)[nH]c(=O)n3C)n2CCc2ccccc2)CC1	-7	1	-4	5	0.5	-1	-1	-4	19
CS(=O)(=O)Oc1ccc2c(c1)O/C(=C\c1cccc([N+](=O)[O-])c1)C2=O	8	1	-3	3	1.1	8	7	1	-6
Cc1ccc2c(c1)N(C(=O)CCC(=O)N1CCN(c3ccccn3)CC1)CC(C)O2 (centres undefined)	13	3	0	-5	0.7	3	4	-5	-10
COc1ccccc1CNC(=O)CCCc1nnc2n(C)c(=O)c3sccc3n12	-16	6	-6	3	2.6	-18	10	-4	19
COc1ccccc1NC(=O)CSc1nnc(Cc2cccn2C)n1CCc1ccccc1	-10	4	-2	-2	2.4	4	-2	-4	-5
COc1ccccc1CNS(=O)(=O)c1ccc(S(=O)(=O)NC2CC2)cc1	-10	3	2	-6	4.5	-2	2	-3	2
Cn1ccnc1C(O)c1cccc(OCc2ccccc2)c1 (centres undefined)	-1	2	-13	-3	0.0	15	9	1	5
CCOc1ccc(CN2CCN(CC3=Cc4cccc(OC)c4OC3)CC2CCO)cc1 (centres undefined)	3	4	-8	-3	0.7	-6	6	-6	7
COc1ccc(C2CC(c3ccc(OC)cc3O)=NN2C(=O)c2ccccc2)cc1 (centres undefined)	-5	-1	-3	-4	0.0	1	5	-1	-5
O=C(N/N=C/c1ccccc1C(=O)O)c1cc(-c2ccc3c4c(cccc24)CC3)n[nH]1	-4	0	-3	3	-0.3	-9	-6	-2	19
C/C(O)=c1/ccc2cccc3nc(C)nc1c23	2	0	4	-6	0.2	7	-3	-6	-4
Cc1cnc(C(=O)N(c2ccc(N3CCOCC3)cc2)C2C(=O)Nc3ccccc3N=C2c2ccc3c(c2)OCO3)cn1 (centres undefined)	-19	1	-1	-3	0.6	-1	6	-4	10
CCOc1ccc(NS(=O)(=O)c2cc(OCC(N)=O)c(C)cc2Cl)cc1	2	2	4	27*	-0.4	4	6	7	-5
Cc1ccc(-n2c(SCC(=O)N3CCCCC3)nc(O)cc2=O)cc1	-10	1	0	0	0.8	10	5	-2	13
O=C(NC(=S)NCc1ccco1)c1ccccc1[N+](=O)[O-]	-9	4	-1	5	3.0	-7	-6	9	7
CC1CCN(C(=O)CC(NC(N)=O)c2ccccc2Cl)CC1 (centres undefined)	-8	2	-2	2	0.2	0	2	-1	0
COC(=O)C1=C(C)N(c2ccccc2)/C(=C/c2ccco2)C1=O	-5	7	2	-5	1.6	-9	4	2	-6
Cc1cccc(C)c1-n1nnnc1C1c2ccccc2C(=O)N1CCCN1CCOCC1 (centres undefined)	-19	0	2	1	0.2	7	2	-4	0
COc1ccc(N2CCN(C3CCCN(C(=O)c4ccoc4)C3)CC2)cc1 (centres undefined)	-8	0	-2	0	0.1	-12	-17	10	5
CC(C)c1ccc(NC(=O)Nc2nnc([C@@H]3C[C@H](O)[C@@H](CO)O3)s2)cc1	-6	0	2	-2	0.1	-4	13	-3	9
O=C(CCCN1C(=O)/C(=C\c2ccccc2)SC1=S)Nc1ccc(C(=O)O)cc1	-13	1	-1	8	0.1	-10	-3	-1	-14
O=C(CSc1cccc[n+]1[O-])Nc1ccc(Cl)cc1F	-10	1	1	14	0.2	-4	-6	3	-4
CCOC(=O)C1CCN(S(=O)(=O)c2ccc3c(c2)N(C(C)=O)CC(C)S3)CC1 (centres undefined)	-4	6	5	-4	12	0	6	-10	20
Cc1nnc2c(NCC(C)c3ccccc3)nc3ccccc3n12 (centres undefined)	-5	0	0	5	4.2	2	7	-2	15
Cc1ccc(C2=CC(=O)C[C@H](c3ccc4c(c3)OCO4)C2)cc1	-7	0	0	7	-1.0	10	0	1	14
O=C(Cn1cc([N+](=O)[O-])cn1)Nc1ccn(Cc2c(F)c(F)c(F)c(F)c2F)n1	-15	0	4	8	0.4	-11	-3	-5	6
C#CCNc1c(C)c(C)nc2ncnn12	-12	1	2	1	0.5	-2	0	3	17
COc1cc(C(=O)O)nc(OC)n1	10	3	-3	14	0.9	0	4	-4	-4
CC(=O)Nc1ccc2ccccc2c1[N+](=O)[O-]	-5	0	-1	3	0.3	-2	12	0	-5
COC(=O)c1ccccc1NC(=S)NC(=O)c1ccc(C)cc1	-4	-2	-1	-2	-0.1	-4	-7	6	7
CCNC(=O)NCCNC(=O)c1cc(OCC(F)(F)F)ccc1OCC(F)(F)F	9	0	-4	-6	-0.6	9	-4	0	-1
CN1C=Nc2c(ncn2C2CCC(CO)O2)C1O (centres undefined)	-1	1	4	2	0.6	-4	13	-12	2
CC(C)[C@H](NS(=O)(=O)c1cccc(Cl)c1)C(=O)OCC(=O)N1CCN(c2ccccc2)CC1	-8	14	0	-4	6.5	3	4	-3	-1
COc1cc(OC)cc(C(=O)Nc2nnc(SCC(=O)NCc3ccco3)s2)c1	2	0	-6	8	2.2	0	-2	9	12
COc1ccc(CNC(=O)COc2ccc(C)nc2[N+](=O)[O-])cc1	19	0	1	-5	0.3	-2	10	-3	-24
O=C(CNc1cccc(C(F)(F)F)c1)N/N=C/c1cccc(Br)c1	-3	1	-4	5	0.6	-10	16	-10	11
CNC(=S)N1CCn2cccc2C1c1ccc(F)cc1 (centres undefined)	-9	0	3	-5	1.5	2	0	2	11
COc1cc2c(c(O)c1OC)-c1c(cc(OC)c(OC)c1OC)C[C@@H](C)[C@@H](C)C2	-6	0	-1	0	-0.6	8	12	5	8
CCOc1ccc(Cl)cc1S(=O)(=O)NCc1cccnc1	-11	2	1	10	0.5	5	0	6	15
COc1ccc(N2CCN(c3ncnc4sc(C(=O)NCC5CCCO5)c(C)c34)CC2)cc1 (centres undefined)	-8	6	0	-9	2.5	-6	-1	-2	6
O=C(/C=C/c1ccccc1Cl)N1CCCN(C(=O)/C=C/c2ccccc2Cl)CC1	17	0	-1	6	0.1	-6	0	-7	-10
COC(=O)c1ccc(S(=O)(=O)NCc2ccc(OC)cc2)n1C	6	3	3	3	1.6	-5	5	4	-24
